Source: PubChem BioAssay
GPR55 beta-arrestin = GPR55 agonists via beta-arrestin recruitment, primary screen, imaging, U2OS cells, beta-arrestin-GFP redistribution (AID 1961). activation, % at 10 µM, or EC50 in µM where a hit was titrated. U2OS GPR55 beta-arrestin-GFP redistribution imaging; higher % means a stronger effect. G-protein coupled receptor 55 (Homo sapiens). actives 0.048% (n = 290,000);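 active = activation above 40% with more than 50 cells counted in the well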;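 note: U2OS osteosarcoma cells stably expressing GPR55 and beta-arrestin-GFP; plate controls were DMSO negative control for no effect and LPI positive control for full effect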
West Nile antiviral = West Nile virus antiviral activity, cell-based, CPE readout (AID 1621); actives 0.02% (n = 290,000); West Nile virus-infected cells, CPE inhibition; higher % means a stronger effect; CPE inhibition, % at 10 µM; hits with a dose series show IC50 in µM; in the data active = a potency from the dose series; note: strong numbers were not always called active
GPR55 LPI antagonism = GPR55 antagonists blocking LPI-driven arrestin recruitment, primary screen, imaging, U2OS, beta-arrestin-GFP, LPI agonist (AID 2013). inhibition, % at 10 µM, or IC50 in µM where a hit was titrated. actives 0.13% (n = 290,000). U2OS GPR55 beta-arrestin-GFP translocation imaging, LPI antagonism; higher % means a stronger effect. G-protein coupled receptor 55 (Homo sapiens);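 active = spots per cell inhibited over 60%, with over 100 cells counted and total cytoplasm intensity under 500,000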;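 note: U2OS cells stably carrying GPR55 and arrestin-GFP stimulated by 5 µM LPI near EC80; imaged beta-arrestin-GFP aggregate spots per cell after agonist stimulation; plate controls were LPI-stimulated DMSO wells for no effect and DMSO wells without LPI for full effect; some results filed as inactive read as strong as hits; confirmed hits need IC50 under 10 µM and bright autofluorescent wells are also inconclusive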
KOR beta-arrestin-1 = KOR agonists, beta-arrestin recruitment, primary screen, cell-based, luminescence, uHTS (AID 1777) | Kappa-type opioid receptor (Homo sapiens) | KOR beta-arrestin recruitment, luminescence; higher % means a stronger effect | activation, % at 10 µM; hits with a dose series show EC50 in µM | actives 0.02% (n = 280,000); in the data active = activation above about 50%, passing the limit was not always enough; note: a part of the inactive calls stands beside numbers as strong as those of hits
NTR1 agonist = agonists of NTR1, primary screen, imaging, U2OS cells, beta-arrestin-GFP, high content (AID 493036) | Neurotensin receptor type 1 (Homo sapiens), P30989 | NTR1-U2OS beta-arrestin-GFP spot imaging, agonist mode | activation, % at 20 µM | actives 0.17% (n = 330,000);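 active = activation at or above 40% of the spot to cytoplasm intensity ratio, with at least 20 cells analyzed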;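 note: 0% = DMSO without peptide and 100% = 100 nM NTR1 peptide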
Target sequence (P30989 whole entry, looked up): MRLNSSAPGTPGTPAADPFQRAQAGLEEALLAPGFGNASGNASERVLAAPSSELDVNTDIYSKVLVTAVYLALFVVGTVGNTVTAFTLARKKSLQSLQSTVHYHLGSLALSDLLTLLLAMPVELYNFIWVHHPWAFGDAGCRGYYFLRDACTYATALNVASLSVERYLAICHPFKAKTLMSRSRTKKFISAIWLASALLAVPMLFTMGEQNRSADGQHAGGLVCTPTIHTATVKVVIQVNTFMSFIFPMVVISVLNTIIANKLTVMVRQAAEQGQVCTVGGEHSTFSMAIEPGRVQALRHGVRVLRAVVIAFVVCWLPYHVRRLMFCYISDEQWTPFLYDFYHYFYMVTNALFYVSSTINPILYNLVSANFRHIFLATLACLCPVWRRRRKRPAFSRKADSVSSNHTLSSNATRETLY
T cell modulator = modulators of CD8 T cell-vesicle binding, primary screen, mouse 2C CD8+ T cells, flow cytometry; 2C CD8+ T cell-vesicle binding; hits give low values; calls only at 7 µM; actives 0.068% (n = 330,000); AID 2052, 2009;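 active = response, share of CD8 T cells binding vesicles, and their 90th percentile fluorescence all below set limits, cut at about 80% in these data, passing the limit was not always enough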
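material = purified 2C TCR transgenic mouse naive CD8+ T cells | controls = Unloaded micro-vesicles (low), QL9 vesicles with 0.7% DMSO (high) | detection = cytometric PE anti-B7-1 and Alexa647 anti-CD8 signals after 1% paraformaldehyde fixation | incubation = binding step 1.5 h, 37 °C, antibody labelling 20 min, ice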
GPR35 antagonists = GPR35 antagonists blocking zaprinast-driven arrestin recruitment, primary screen, imaging, U2OS, beta-arrestin-GFP, zaprinast agonist (AID 2058); actives 0.052% (n = 290,000); G-protein coupled receptor 35 (Homo sapiens); U2OS GPR35 beta-arrestin-GFP translocation imaging, zaprinast antagonism; higher % means a stronger effect; one-dose inhibition, % at 10 µM; IC50 in µM for titrated hits;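 active = inhibition of at least 50% with at least 30 cells and total cytoplasm GFP at most 10,000,000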
PhoP inhibition = inhibitors of PhoP regulon expression, primary screen, Salmonella Typhimurium, GFP reporter (AID 1863); S. Typhimurium PhoP-regulated promoter GFP reporter, 4 h; higher % means a stronger effect; one-dose inhibition, % at 50 µM; IC50 in µM for titrated hits; actives 0.16% (n = 300,000);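 active = inhibition over 29.93%, a cutoff 3 SD above the screen mean, later confirmed by dose response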;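 note: 0% = low Mg2+ inducing control and 100% = high Mg2+ repressing control; strong numbers were not always called active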
KOR beta-arrestin-2 = KOR antagonists, beta-arrestin recruitment, cell-based, luminescence, uHTS (AID 1778); actives 0.091% (n = 290,000); inhibition, % at 10 µM, or IC50 in µM where a hit was titrated; Kappa-type opioid receptor (Homo sapiens); KOR beta-arrestin recruitment, luminescence, antagonist mode; higher % means a stronger effect; in the data active = inhibition above about 50%; note: strong numbers were not always called active
T cell modulator vesicle-bound % = second read-out of T cell modulator, no call of its own (marks repeat the call); double positive events, %; measured here: CD8+ vesicle-bound cell fraction;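 binding gate set so that unloaded-vesicle control wells show 10% double positive cells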
NTR1 agonist cell count 20 µM = second read-out of NTR1 agonist, no call of its own (marks repeat the call); cell count; measured here: cell count, cytotoxicity flag
* = called active by the depositor; i = inactive; nt = not tested or not shown; [ ] = another dose, or the depositor's remark.

SMILES	GPR55 beta-arrestin	West Nile antiviral	GPR55 LPI antagonism	KOR beta-arrestin-1	NTR1 agonist	NTR1 agonist cell count 20 µM	T cell modulator	T cell modulator vesicle-bound %	GPR35 antagonists	PhoP inhibition	KOR beta-arrestin-2
Cc1ccccc1-c1ccc(/C=C2/SC(N3CCOCC3)=NC2=O)o1	-0.1%	-0.8%	0%	3.2%	6.1	40	i	27	-6%	-14%	2%
CCSC1=C(C#N)C(c2ccccc2Cl)CC(=O)N1 (centres undefined)	-0.1%	-0.4%	5%	2.1%	2.0	57	i	20	4%	-4%	13%
CC(C)NC(=O)N1CCN(c2ccncc2S(=O)(=O)N2CCOCC2)CC1	0.0%	0.0%	nt	6.9%	0.7	40	i	57	8%	-12%	1%
COc1ccc(C(=O)N/N=C/c2ccc(OC(=O)c3ccccc3)cc2)cc1	-0.2%	-0.1%	-4%	2.8%	2.5	48	i	49	0%	1%	0%
O=C(Cn1nnc2ccccc21)Nc1ccc(Cl)cn1	-0.4%	-0.1%	-6%	-1.4%	0.8	68	i	66	6%	-8%	15%
CCOC(=O)CNC(=O)N1c2ccccc2Sc2ccccc21	-0.1%	-0.8%	18%	-2.5%	1.1	60	i	7	12%	10%	8%
COc1ccccc1C(O)(C(=O)NNc1cccc(C)c1)c1ccccc1OC	0.4%	-0.7%	19%	-1.3%	-2.3	89	i	66	-5%	-4%	-3%
O=C(CN1CCOCC1)NCc1ccc(F)cc1	-0.1%	0.4%	1%	2.0%	-2.1	68	i	63	-9%	7%	-26%
CC1(C)Cc2c(C#N)c(SCCOc3ccccc3)nc(N3CCOCC3)c2CO1	0.2%	0.8%	26%	-0.2%	-2.6	103	i	36	0%	-14%	3%
Cc1cc2ccccc2n1CCNC(=O)Cc1cccc2ccccc12	0.3%	-0.1%	2%	-2.4%	-1.2	89	i	20	0%	10%	-48%
Cc1ccc(NC(=O)c2cc(NC(=O)C3CC=CCC3C(=O)O)ccc2N2CCOCC2)cc1Cl (centres undefined)	0.3%	-0.7%	12%	-1.6%	2.6	84	i	26	4%	-2%	-16%
CCN1C(=O)c2cccc3c(S(=O)(=O)NCc4ccco4)ccc1c23	0.0%	0.8%	-5%	-4.2%	1.8	39	i	14	0%	-4%	-8%
CCN1CCN(Cc2ccc(C(=O)Nc3ccc(C)c(NCc4cnc(NC(=O)OC)cn4)c3)cc2C(F)(F)F)CC1	-0.3%	-0.1%	-12%	-0.1%	-1.3	95	i	13	-2%	nt	-18%[20 µM]
CCOC(=O)N1CCN(S(=O)(=O)c2ccc3c(c2)CCN3C(=O)C2CCC2)CC1	0.3%	-0.7%	2%	3.6%	-0.6	54	i	20	-18%	2%	13%
Cc1cccc(NC(=O)CSc2n[nH]c(-c3ccncc3)n2)c1C	-0.1%	0.1%	-6%	0.1%	1.5	57	i	4	-1%	7%	10%
Cc1ccc(CNC(=O)C(=O)NCC2OCCCN2S(=O)(=O)c2ccc(F)cc2)cc1 (centres undefined)	0.3%	-1.0%	-12%	0.3%	0.5	70	i	21	-9%	-4%	8%
CCCCN(C(=S)Nc1cccc(C)c1C)c1c(N)n(CCC)c(=O)[nH]c1=O	-0.4%	-0.2%	15%	-3.1%	-0.4	62	i	36	1%	9%	-2%
COC(=O)c1cc(Br)c(=O)n(CCc2ccccc2)c1	-0.1%	0.5%	0%	4.7%	-0.7	48	i	55	-8%	-8%	6%
Oc1ccc(-c2csc(-c3c[nH]c4ccccc34)n2)c(O)c1	1.2%	-0.3%	4%	18%	17	41	i	27	2%	14%	-46%
Cc1ccc(CN2CCN(Cc3cn(C)nc3-c3ccccc3)CC2CCO)o1 (centres undefined)	0.1%	-0.6%	12%	-3.2%	-0.2	68	i	9	2%	-3%	-7%
CC(C)[C@H](NC(=O)c1ccccc1)C(=O)O	-0.3%	0.5%	12%	-2.8%	0.1	56	i	31	9%	4%	-4%
CCN(Cc1ccccc1)C(c1ccccn1)c1nnnn1C1CCCCC1 (centres undefined)	0.0%	-0.6%	1%	-0.7%	3.3	41	i	33	-5%	3%	12%
CCOC(=O)c1ccc(NC(=O)CNC(=O)C23CC4CC(CC(C4)C2)C3)cc1	0.2%	-0.7%	17%	0.1%	0.3	47	i	27	9%	3%	-9%
CN1CCN(c2nnc(-c3ccccc3)c(-c3ccccc3)n2)CC1	-0.1%	-0.6%	-2%	3.2%	2.5	55	i	26	2%	-5%	40%
Cc1cc(OC(C)C(=O)NCCCn2ccnc2)c2c(C)cc(=O)oc2c1 (centres undefined)	-0.2%	-0.5%	8%	-4.9%	1.1	51	i	21	12%	-11%	-30%

Following part:
SMILES	GPR55 beta-arrestin	West Nile antiviral	GPR55 LPI antagonism	KOR beta-arrestin-1	NTR1 agonist	NTR1 agonist cell count 20 µM	T cell modulator	T cell modulator vesicle-bound %	GPR35 antagonists	PhoP inhibition	KOR beta-arrestin-2
CN(CC(=O)NC1CCN(Cc2ccccc2)CC1)S(=O)(=O)c1ccc(Br)s1	-0.1%	-0.6%	-21%	6.7%	1.2	37	i	18	10%	-1%	-50%
Cc1ccc(CS(=O)(=O)CCC(=O)NCCN2CCCC2)cc1	0.5%	0.2%	-15%	1.8%	-1.0	43	i	12	4%	-2%	-20%
CCN(CC)CCCSc1nc2ccccc2s1	-0.3%	-0.2%	-6%	6.6%	0.4	47	i	31	-10%	5%	-36%
C/C=C(\C)C(=O)NCCN1C2=NC[C@H](C(C)C)N2C[C@@H]1Cc1ccc(OC)cc1	-0.2%	-0.1%	1%	3.9%	1.1	57	nt	nt	4%	-9%	-2%
O=C(CSc1nnc(-c2ccco2)n1CC1CCCO1)N1CCCCC1 (centres undefined)	-0.2%	-0.4%	14%	-0.4%	4.3	56	i	31	-1%	0%	15%
OCC1CCCN(c2ncnc3scc(-c4ccccc4)c23)C1 (centres undefined)	0.1%	0.9%	10%	-0.9%	1.1	35	i	4	-22%	-1%	-8%
[O-]/[N+](=C\c1ccncc1)c1ccccc1	0.2%	nt	18%	2.4%	-0.2	70	i	43	6%	34%	-17%
CC1(C)CC(=O)C=C(NC2=CC3OC(c4ccccc4)OCC3OC2=O)C1 (centres undefined)	-0.5%	0.3%	12%	1.4%	3.2	73	i	48	8%	-9%	0%
CCCCNC(=O)/C=C/c1ccc(OC)c(Br)c1	1.0%	0.1%	-2%	-3.2%	1.2	58	nt	nt	-6%	-2%	-12%
COc1ccc(CNC(=O)CCS(=O)(=O)c2ccc3c(c2)CC(C)N3C(=O)C2CC2)cc1 (centres undefined)	-0.1%	2.0%	-16%	17%	0.9	69	i	47	17%	0%	-34%
CC(C)C(=O)NCCc1nc2ccccc2n1C	-0.1%	0.2%	7%	-1.5%	-0.3	50	i	56	0%	-14%	3%
O=C1NCCN(Cc2ccc(F)cc2)C1CC(=O)N1CC=C(c2ccccc2)CC1 (centres undefined)	0.0%	0.2%	-7%	5.7%	-0.9	70	i	13	-4%	-8%	-6%
Cc1nc(-c2ccccc2)sc1C1(C)CC(c2cccc(F)c2)=NO1 (centres undefined)	nt	-0.5%	nt	nt	3.3	79	i	36	nt	10%	nt
Cc1noc2c1C(c1ccc(N(C)C)cc1)C1=C(CC(C)(C)CC1=O)N2 (centres undefined)	0.0%	-0.3%	0%	2.7%	6.8	55	i	52	-4%	-10%	-4%
O=C1CC(c2ccc(Cl)cc2)n2nc(N3C(=O)c4ccccc4C3=O)nc2N1 (centres undefined)	-0.1%	0.1%	1%	2.0%	0.3	43	i	41	-2%	-5%	-33%
OC(CSc1c(Cl)cccc1Cl)CN1CCN(c2ccccc2F)CC1 (centres undefined)	-0.3%	-1.1%	10%	-0.5%	3.3	74	i	15	6%	29%	4%
CCOc1ccc(NC(=O)CC)cc1	-0.1%	0.5%	-13%	-4.9%	0.0	24	i	63	0%	-4%	-9%[20 µM]
Cc1cc(NC(=O)CSc2nnc(-c3ccc([N+](=O)[O-])cc3)o2)no1	-0.2%	-1.0%	-3%	-3.7%	-0.4	72	i	3	-2%	2%	8%
O=C(c1cccnc1Nc1ccc2c(c1)CCC2)N1CCOCC1	-0.1%	-0.2%	2%	-1.3%	0.6	49	i	12	5%	29%	33%
CCOC(=O)C1=C(O)C(=O)N(Cc2ccccc2)CC1	0.4%	-0.1%	13%	-0.6%	0.1	101	i	45	1%	-6%	7%
FC(c1nc2ccccc2[nH]1)C(F)(F)F (centres undefined)	-0.2%	0.2%	8%	-4.2%	-0.2	53	i	36	-2%	10%	9%[20 µM]
O=C1c2ccccc2-c2onc3ccc(NCCCn4ccnc4)c1c23	0.2%	-0.4%	5%	-5.9%	-1.8	62	i	26	18%	13%	0%
O=C(NCc1ccco1)c1cnn2c(C(F)F)cc(-c3ccccc3)nc12	0.6%	-0.1%	18%	-4.8%	11	48	i	28	-1%	-4%	29%
CNC(=S)N(CCc1ccc(S(N)(=O)=O)cc1)C1CC(=O)N(c2ccccc2F)C1=O (centres undefined)	-0.1%	-0.9%	-11%	nt	-0.6	46	i	48	3%	-3%	13%[20 µM]
NS(=O)(=O)c1ccc(CCNC(=O)C2CCN(c3ncnc4c3nc3n4CCCCC3)CC2)cc1	-0.2%	0.3%	-4%	3.5%	-0.5	52	i	10	4%	-4%	-15%
O=C1CSC(c2cccc(Cl)c2Cl)N1c1ccccn1 (centres undefined)	0.3%	-0.6%	13%	5.7%	1.3	83	i	61	-3%	3%	3%

Complete entries, looked up by structure. Screens in order: GPR55 beta-arrestin	West Nile antiviral	GPR55 LPI antagonism	KOR beta-arrestin-1	NTR1 agonist	NTR1 agonist cell count 20 µM	T cell modulator	T cell modulator vesicle-bound %	GPR35 antagonists	PhoP inhibition	KOR beta-arrestin-2
Record of `O=C1CSC(c2cccc(Cl)c2Cl)N1c1ccccn1` (centres undefined) : 0.3%	-0.6%	13%	5.7%	1.3	83	i	61	-3%	3%	3%
Record of `COc1ccc(CNC(=O)CCS(=O)(=O)c2ccc3c(c2)CC(C)N3C(=O)C2CC2)cc1` (centres undefined) : -0.1%	2.0%	-16%	17%	0.9	69	i	47	17%	0%	-34%
Record of `FC(c1nc2ccccc2[nH]1)C(F)(F)F` (centres undefined) : -0.2%	0.2%	8%	-4.2%	-0.2	53	i	36	-2%	10%	9%[20 µM]
